Pf Dd2 growth: inhibitors of Plasmodium falciparum Dd2 growth. Potency, µM (highest dose often 28.9 µM), inactives show at the highest dose activity, negative = inhibition, usual class: inhibitors. P. falciparum Dd2 growth, SYBR Green, 72 h. AID 1347417. 4.3% of 120,000 active; active = well fitted inhibition curve with a large enough effect; inconclusive = small, poorly fitted or top-dose-only effect; inactive = no such curve, though single readings can be large or run the other way;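 note: plate controls were DMSO vehicle for no effect and reference drug for full effect; nearly all actives have a fitted effect of over 65% in size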
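Readout: SYBR Green fluorescence, 485 nm excitation, 535 nm emission, after ~16 h lysis at 37C. Before that, Dd2-infected red cells (2.5% hematocrit) grew 72 h with compound, 29 uM top final concentration.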
The depositor's hits bear a star; i = inactive; ? = inconclusive; [ ] = dose if it differs, or a comment. Potency is the fitted concentration of half-maximal effect. These rows are one share of the data; count on the stated rates, not on these rows.

no.	Compound	Pf Dd2 growth
1	CCN(CC1CCN(CCc2ccccc2C)CC1)C(=O)c1cc(C)nc(C)n1	?
2	COc1ccc(-c2ccc3c(c2)C(=O)N2CCN(C(=O)c4cnccn4)C[C@H]2C(=O)N3)cc1	-24%
3	COc1ccccc1OC1(C(=O)O)CCN(c2cc(C)nc(N)n2)CC1	9%
4	CCC[C@H]1CN(S(=O)(=O)c2ccc(CC)s2)C[C@@H]1N	-21%
5	CC1(C)[C@H]2CC[C@@H](CNC(=O)N3CCCC3)[C@@H]1C2	?
6	COc1ccc(C(=O)NC2CCN(c3cnn(CC4CC4)c(=O)c3)CC2)cc1OC	-26%
7	CN1C(=O)C(CC(=O)N2CCCNCC2)(Cc2ccccc2)c2ccccc21 (stereo not drawn)	14%
8	O=C(NCc1ccco1)[C@H]1CN(Cc2ccccc2)C[C@H]1C(=O)O	-15%
9	COCCNC(=O)C[C@@H]1C[C@H]2O[C@H](CNC(C)C)[C@@H](O)[C@H]2O1	21%[44.1 µM]
10	Cc1ccc(CCNC(=O)c2cccc(Nc3nc4ccccc4nc3-n3nc(C)cc3C)c2)cc1	3%
11	O=[S+]1([O-])NCC2(CCN(CC3CCCCC3)C2)Oc2ncccc21 (stereo not drawn)	?
12	COc1cccc(NC(=O)N(Cc2c[nH]c3ccccc23)C2CCCCC2)c1	?
13	CCCCN(C)CCNC(=O)c1c(C)oc2ncnc(N3CCOCC3)c12	17%
14	O=C(O)[C@@H]1CN(Cc2cnc(N3CCOCC3)nc2)C[C@H]1c1ccccc1	-1%
15	Cc1ccccc1C(=O)N1CC(c2nc(CCc3ccccc3)no2)C1	-19%
16	O=C(NCc1nnc2c(-c3nc(C4CC4)no3)cccn12)c1ccccc1Cl	?
17	COc1ccc(-n2nnnc2C2CCN(S(=O)(=O)c3ccc(C(C)(C)C)cc3)CC2)cc1	-12%
18	CCc1ccc(-n2nc3cc(C)c(NC(=O)c4cccc5ccccc45)cc3n2)cc1	15%
19	CCOc1ccccc1CNC(=O)c1ccc(CS(=O)Cc2cccc(Cl)c2)o1 (stereo not drawn)	-1%
20	CCCC1(CO)CCCN(CC(=O)NC(C)(C)CC)C1 (stereo not drawn)	-25%
21	Cc1ccccc1N1Cc2c(NCC(C)(C)C)ncnc2N(C)CC1=O	?
22	O=C(Cn1cc(C2CCCNC2)nn1)N1CCCC1 (stereo not drawn)	15%
23	CCn1ncc(N2CCC(NC(=O)c3ccccc3OC)CC2)cc1=O	i
24	CC(=O)c1cc(-c2ccccc2)n(CCC(=O)NCCc2ccccc2)c1C	28%
25	O=C(Cn1cc(S(=O)(=O)Cc2cccc(Cl)c2)c2ccccc21)Nc1ccccc1Cl	54%[activator]
26	CC(=O)N1CCc2c(nc(-c3ccccn3)nc2N(C)CCCN(C)C)C1	-2%
27	CC(CO)Nc1ncnc2c1CN(C1CCCNC1)C(=O)CN2C (stereo not drawn)	25%
28	COc1cccc(S(=O)(=O)N2CCCC(c3nc(CCOCC4CC4)no3)C2)c1 (stereo not drawn)	-9%
29	Cc1ccc(C2Cn3nnc(C(=O)NC4CCCCCC4)c3CO2)cc1 (stereo not drawn)	?
30	Cc1ccc(S(=O)(=O)N2CCCc3cc(NS(=O)(=O)c4cc(C)ccc4C)ccc32)cc1	-7%
31	NC1CCc2nn(CC(=O)N(Cc3ccccc3)Cc3ccco3)c(=O)n2CC1 (stereo not drawn)	?
32	COc1ccc(S(=O)(=O)N2Cc3ccccc3CC2C(=O)Nc2ccc(C)cc2C)cc1OC (stereo not drawn)	8%
33	Cc1nc([C@@H]2CN(C(=O)CCc3c[nH]c4ccccc34)C[C@H]2C(N)=O)n[nH]1	5%
34	Cc1ccc(NC(=O)CSc2nc3c(c(=O)[nH]2)CCC3)cc1Cl	24%
35	COc1ccc(F)c(CN2CCCN3CCC[C@H]3C2)c1Cl	13µM*
36	Cc1cc(COc2ccccc2)oc1C(=O)N1CC[C@@](C)(O)[C@@H](O)C1	-4%
37	O=C1Nc2ccccc2OCC12CCN(Cc1ccccn1)CC2	?
38	COC(=O)c1ccc(CN2CCC(n3nccc3NC(=O)Cc3ccccc3)CC2)cc1	i
39	Cc1cccc(OCC(=O)Nc2c(C)ccc3nsnc23)c1C	17%
40	CCOc1ccc2nc(N3CCN(C(=O)c4ccc5c(c4)CCCC5)CC3)sc2c1	7%
41	COc1ccc(NC(=O)C(Cc2ccccc2)n2cccc2)c(OC)c1 (stereo not drawn)	-16%
42	CC(C)(C)c1cc(Cn2cc(C3CCCNC3)nn2)[nH]n1 (stereo not drawn)	-18%
43	COc1ccc(Cl)cc1NC(=O)Cn1c(=O)c(-c2ccccc2NC(C)=O)nc2ccccc21	-4%
44	Cc1ccc(C)c(NC(=O)CSc2nc(=O)n(CCN(C)C)c3c2CCC3)c1	i
45	COc1cccc(CNC(=O)CN2CCCc3nc(C4CC4)ncc3C2=O)c1OC	-8%
46	CCC(C)NC(=O)C(NC(=O)c1ccc(C)cc1)C1CCN(C(=O)CC(C)(C)C)CC1 (stereo not drawn)	?
47	CC(C)(C)C(=O)Cn1c(=O)n(-c2ccc(Cl)cc2)c(=O)c2c3c(sc21)CCCC3	4%
48	CNC(=O)N1CCCC(Cc2ncc(C)n2C(C)C)C1 (stereo not drawn)	-12%
49	COc1ccc(OC)c(CN2CCN(S(=O)(=O)c3ccccc3)CC2)c1	i
50	CC(=O)c1ccc(NC(=O)c2ccc(CN3C(=O)CCn4nc(C)cc43)cc2)cc1	i
51	O=S(=O)(c1cccc2ccccc12)N1CCCC(CO)(Cc2cccc(Cl)c2)C1 (stereo not drawn)	?
52	COc1ccc(CCNC(=O)C(=O)NCC(c2cccs2)S(=O)(=O)c2ccccc2)cc1 (stereo not drawn)	4%
53	COc1ccc(Cl)cc1NC(=O)CCC1CCCN(Cc2ccc3c(c2)OCCO3)C1 (stereo not drawn)	i
54	CCOc1ccc(-c2csc3ncnc(Nc4cccc(O)c4)c23)cc1	10µM*
55	CCCCCn1c(=O)[nH]c2cc(C(=O)Nc3ccc(OC)c(OC)c3)ccc2c1=O	i
56	Cc1cc2c(cc3c(SCC(=O)Nc4cccc(Cl)c4C)nnc(C)n32)o1	-7%
57	CCN(CC)c1ccc(NC(=O)CN2CCN(c3ccccc3F)CC2)cc1	56%[activator]
58	CC(=O)N1CCCc2ccc(NS(=O)(=O)c3cccc(Cl)c3)cc21	5%
59	Cc1cccc(CN2CCc3ncc(C(=O)NCc4ccccc4)n3CC2)n1	10%[44.1 µM]
60	CCc1nc(C)sc1CNC(=O)[C@H]1CNC[C@H](C(=O)N2CCCC2)C1	0%

Other results:
no.	Compound	Pf Dd2 growth
61	COC[C@@H]1CN(C(=O)COc2ccc(Cl)cc2C)C[C@H]1C(N)=O	1%
62	Cc1ccc(C(=O)N2CC(C(=O)NC3CCCCC3)C3(CCOCC3)C2)cc1F (stereo not drawn)	6%
63	COc1ccccc1N1CCN(C2CCCN(C(=O)c3ccc4nc(C)[nH]c4c3)C2)CC1 (stereo not drawn)	?
64	CCN(CC)C(=O)N1CCC(Oc2ccc(-c3noc(COC)n3)cc2)C1 (stereo not drawn)	13%[5.79 µM]
65	O=C(c1ccc2c(c1)OCO2)N1CCC(C(=O)O)(c2ccccc2)CC1	9%
66	CC(C)c1nc2ccccc2n1CCNC(=O)CC[C@H]1NC(=O)c2ccccc2NC1=O	-5%
67	CC(C)c1nc2c(c(-c3ccc(Cl)cc3)n1)CCN(Cc1ccc(F)cc1)CC2	?
68	O=C1NCC2(CCN(Cc3ccccc3)CC2)Oc2ccccc21	?
69	CCCCC(=O)Nc1cc(-c2nc3cccnc3s2)ccc1C	0%
70	O=C1NCc2ccccc2CC12CCN(Cc1cccc(OC(F)(F)F)c1)C2 (stereo not drawn)	?
71	Cc1cccc(CC(=O)N2CCC[C@H](n3c(=O)n(Cc4ccccc4)c4cccnc43)C2)c1	?
72	O=C(c1cccc(C(F)(F)F)c1)N1CCN(C2CCN(Cc3cccnc3)C2=O)CC1 (stereo not drawn)	-8%
73	O=C(NCCc1noc(-c2ccccc2)n1)c1ccccc1	i
74	NC1CCc2nn(CC3CC3)c(=O)n2CC1 (stereo not drawn)	-1%
75	Cc1nnc(NC(=O)CSc2nccn2-c2ccc(Cl)cc2)s1	4%

The list goes on:
# | SMILES | Pf Dd2 growth
76 | CCOc1ccc2nc(N3CCCC(C(=O)NCc4ccc(OC)cc4)C3)sc2c1 (stereo not drawn) | ?
77 | COc1ccccc1OC1CCN(Cc2ccccc2C#N)CC1 | ?
78 | CCn1c(C(=O)OC)c(NC(=O)C2CCOC2)c2cc(NC(C)Cc3ccccc3OC)cnc21 (stereo not drawn) | i
79 | O=C(c1ccsc1)N1CCC(N2CC3CC(C2)[C@H]2CCCC(=O)N2C3)CC1 (stereo partly drawn) | -2%
80 | CSc1cccc(NC(=O)C2CCCN(C(=O)c3cnn(-c4ccc(F)cc4)c3-n3cccc3)C2)c1 (stereo not drawn) | 1%
81 | COc1ccccc1/C=C/CN1CCC(n2cc(CN(C)C)nn2)CC1 | ?
82 | O=C(CCc1conc1-c1ccccc1)NCc1ccco1 | 9%
83 | COc1ccc(-c2cn3nc(N4CCCC(C(=O)Nc5cc(Cl)ccc5OC)C4)sc3n2)cc1 (stereo not drawn) | -9%
84 | Cc1ccccc1-c1ccc2n(c1=O)C[C@H]1C[C@@H]2CN(C(=O)NC(C)C)C1 | -5%[44.1 µM]
85 | O=C(Nc1ccc(F)cc1)N[C@@H]1C[C@H](CO)[C@@H](O)[C@H]1O | -4%[44.1 µM]
86 | O=C(c1cccc(F)c1)N1C[C@@H](CO)[C@H](c2nc(C3CC3)no2)C1 | 14%
87 | COc1cc(C2C(C(=O)OCC(C)C)=C(C)N=C3SCCC(=O)N32)ccc1OCc1ccccc1 (stereo not drawn) | -1%
88 | Cc1nnc(NC(=O)C[C@H]2NC(=O)c3ccccc3NC2=O)s1 | -22%
89 | Cn1nccc1C(=O)N1CCn2c(nnc2[C@@H]2C[C@@H](O)CN2Cc2ccccc2)C1 | 13%
90 | COc1cc(Cl)c(C)cc1NC(=O)CN1C(=O)NC2(CCC(C)CC2)C1=O (stereo not drawn) | 15%
91 | Cc1cccc(OCc2ccc(-c3nc(C#N)c(NCCN(C)C)o3)o2)c1 | ?
92 | Cc1ccc(C)c(CN2C(=O)C3(c4ccccc42)N(c2ccc(Cl)cc2)C(=O)CS3(=O)=O)c1 (stereo not drawn) | ?
93 | CC1=C[C@@H](CN2CCN(C)CC2)[C@H](C(C)C)C[C@H]1Cc1nnc(-c2ccc(N(C)C)cc2)o1 | 4µM*
94 | O=C(c1cc(F)ccc1F)N1CCN(C(=O)c2nnn3c2COC(c2ccc(Cl)cc2)C3)CC1 (stereo not drawn) | -22%
95 | CCOc1ccccc1CNCCCSc1nnnn1C | ?
96 | CCN1CCSc2ccc(C(=O)NC(C)c3ccccc3)cc21 (stereo not drawn) | ?
97 | CCC(NC(=O)c1coc(COc2ccc(F)cc2)n1)c1ccncc1 (stereo not drawn) | -4%
98 | Cc1nc2sccn2c(=O)c1S(=O)(=O)Nc1ccc(N2CCN(C(=O)C(C)C)CC2)cc1 | 2%
99 | CC(C)c1ccc(NC(=O)C2Cc3ccccc3N2C(=O)c2ccccc2)cc1 (stereo not drawn) | i
100 | COC(=O)c1ccc2nc(C[C@@H]3C[C@@H](C(C)C)[C@H](CNC4CCN(C)CC4)C=C3C)[nH]c2c1 | 3.2µM*
101 | CCCCN(CC)CCCNC(=O)c1c(C)oc2ncnc(N3CCOCC3)c12 | 23%
102 | O=C(NCc1ccccc1-n1cncn1)C1CC(=O)N(Cc2ccccn2)C1 (stereo not drawn) | 4%
103 | COc1cccc([S+](=O)([O-])N2CCC3(C2)OC(=O)Nc2ccccc23)c1 (stereo not drawn) | ?
104 | Cc1cnc(CCNC(=O)c2cn(C)cn2)n1CC1CC1 | i
105 | CCOC(=O)c1noc2ncn(CC(=O)Nc3ccc(OC)c(Cl)c3)c(=O)c12 | 36%[activator]
106 | O=C(NCCCn1ccnc1)c1nc(-c2ccccc2)cc2[nH]ccc12 | 11µM*
107 | CC1(COc2ccccc2)COc2ccc(C(=O)NCc3ccccc3)cc2N1 (stereo not drawn) | i
108 | O=C(CC(c1cccs1)N1Cc2ccccc2C1=O)Nc1cccc(F)c1 (stereo not drawn) | -11%
109 | O=C(NCCN1CCOCC1)C1CC(=O)N(c2n[nH]c3ccccc23)C1 (stereo not drawn) | 3%

Entries shown so far that have fluorine, in the order listed:
# | SMILES | Pf Dd2 growth
35 | COc1ccc(F)c(CN2CCCN3CCC[C@H]3C2)c1Cl | 13µM*
57 | CCN(CC)c1ccc(NC(=O)CN2CCN(c3ccccc3F)CC2)cc1 | 56%[activator]
62 | Cc1ccc(C(=O)N2CC(C(=O)NC3CCCCC3)C3(CCOCC3)C2)cc1F (stereo not drawn) | 6%
67 | CC(C)c1nc2c(c(-c3ccc(Cl)cc3)n1)CCN(Cc1ccc(F)cc1)CC2 | ?
70 | O=C1NCc2ccccc2CC12CCN(Cc1cccc(OC(F)(F)F)c1)C2 (stereo not drawn) | ?
72 | O=C(c1cccc(C(F)(F)F)c1)N1CCN(C2CCN(Cc3cccnc3)C2=O)CC1 (stereo not drawn) | -8%
80 | CSc1cccc(NC(=O)C2CCCN(C(=O)c3cnn(-c4ccc(F)cc4)c3-n3cccc3)C2)c1 (stereo not drawn) | 1%
85 | O=C(Nc1ccc(F)cc1)N[C@@H]1C[C@H](CO)[C@@H](O)[C@H]1O | -4%[44.1 µM]
86 | O=C(c1cccc(F)c1)N1C[C@@H](CO)[C@H](c2nc(C3CC3)no2)C1 | 14%
94 | O=C(c1cc(F)ccc1F)N1CCN(C(=O)c2nnn3c2COC(c2ccc(Cl)cc2)C3)CC1 (stereo not drawn) | -22%
97 | CCC(NC(=O)c1coc(COc2ccc(F)cc2)n1)c1ccncc1 (stereo not drawn) | -4%
108 | O=C(CC(c1cccs1)N1Cc2ccccc2C1=O)Nc1cccc(F)c1 (stereo not drawn) | -11%

Screening results from PubChem BioAssay.
